# High-throughput results: PubChem, Fisher Drug Discovery Resource Center
# hcGAS inh: inhibitors of human cGAS | inhibition, % at 12.5 µM | recombinant h-cGAS, ATP depletion, Kinase-Glo luminescence | hit rate 0.081% among 290,000 | Q8N884 | AID 1259398;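 note: 0% = vehicle reaction and 100% = reaction without DNA for no activity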
# Target sequence (Q8N884 whole entry, looked up): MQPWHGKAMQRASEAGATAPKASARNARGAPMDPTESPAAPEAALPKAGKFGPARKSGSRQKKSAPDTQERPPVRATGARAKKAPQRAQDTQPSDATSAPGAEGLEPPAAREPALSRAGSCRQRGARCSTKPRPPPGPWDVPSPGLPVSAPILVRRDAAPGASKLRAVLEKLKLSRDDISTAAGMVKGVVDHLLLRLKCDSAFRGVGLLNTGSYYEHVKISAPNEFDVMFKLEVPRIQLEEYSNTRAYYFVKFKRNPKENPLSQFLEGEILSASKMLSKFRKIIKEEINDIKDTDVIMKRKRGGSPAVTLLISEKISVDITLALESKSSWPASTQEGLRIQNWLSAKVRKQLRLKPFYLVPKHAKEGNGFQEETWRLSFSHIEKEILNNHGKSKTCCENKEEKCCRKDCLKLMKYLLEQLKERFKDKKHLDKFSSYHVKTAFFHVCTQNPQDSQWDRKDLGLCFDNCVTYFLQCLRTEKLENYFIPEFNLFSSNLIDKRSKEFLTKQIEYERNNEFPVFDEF
# mcGAS inh: inhibitors of mouse cGAS. Q8C6L5. recombinant cGAS, Kinase-Glo ATP depletion luminescence. inhibition, % at 12.5 µM. hit rate 0.15% among 160,000. AID 1259399;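 note: 0% = negative control wells and 100% = reference inhibitor with no enzyme activity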
# NPYLR7 agonist: activates Aedes aegypti NPYLR7 receptor; HEK293T NPYLR7/Galpha15, GCaMP6s calcium fluorescence; activation, % at 10 µM; hit rate 0.15% among 270,000; AID 1259423; in the data active = activation above about 40%;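 note: 0% = vehicle and 100% = reference agonist at the receptor; some compounds past the cut are filed as inactive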
# * hit, by the source's call; x = not tested or not shown. Cut-off read from the data, not from the text of the source, unless noted: active = inhibition above about 40%; inactive = the rest.
SMILES,hcGAS inh,mcGAS inh,NPYLR7 agonist
CCN(C(=O)c1cccc(NC(=O)c2ccc(=O)[nH]c2)c1)c1ccccc1,-1.8,1.7,-8.9
COc1cc2c(cc1OC)CN(Cc1cc3n(n1)CCCNC3)CC2,-4.2,x,-3.0
O=C(C1CCCCCC1)N1CCC(n2cc(-c3ccsc3)nn2)CC1,-10.7,x,5.9
O=C(O)c1ccc2c(c1)COCO2,4.6,0.2,8.8
Cc1cccc(-c2nc3c(N4CCN(C)CC4)nccc3[nH]2)c1,-1.6,-2.5,-3.9
CN1C(=O)/C(=C\c2cccc(F)c2)SC1=S,4.8,3.4,-8.0
COc1ccccc1NC(=O)NCc1cccnc1N1CCN(C(C)=O)CC1,-6.0,x,1.9
Cn1c(=O)c2c(-c3cccc(F)c3)c(NCCc3ccccc3)oc2n(C)c1=O,5.7,0.7,4.8
CC1CN(C)c2ccccc2CN1C(=O)C1CCCN(C(N)=O)C1 (stereo not given),6.1,x,1.6
C/C(=N\NC(=O)c1cc(-c2cccs2)[nH]n1)c1cccc(O)c1,-4.6,x,12.2
COCC1(C(=O)NCc2csc(N3CCOCC3)n2)CCC1,-1.9,x,2.5
N#CCCN1CCN(S(=O)(=O)c2cccc(Br)c2)CC1,-2.7,x,-2.3
Cc1nc(CC(=O)N(C)C(C)c2ccc3c(c2)OCCO3)cs1 (stereo not given),-7.4,x,7.7
O=C(Nc1ccccc1C(=O)N1CCN(Cc2ccccc2)CC1)c1ccncc1,-3.9,-5.3,-4.0
Cc1nc2ccccc2nc1CN1CCC(O)(Cc2cc(-c3ccccc3)no2)CC1,-8.9,-8.2,3.4

# Pulled by structure from above, five records:
SMILES,hcGAS inh,mcGAS inh,NPYLR7 agonist
CC1CN(C)c2ccccc2CN1C(=O)C1CCCN(C(N)=O)C1 (stereo not given),6.1,x,1.6
O=C(C1CCCCCC1)N1CCC(n2cc(-c3ccsc3)nn2)CC1,-10.7,x,5.9
CN1C(=O)/C(=C\c2cccc(F)c2)SC1=S,4.8,3.4,-8.0
O=C(Nc1ccccc1C(=O)N1CCN(Cc2ccccc2)CC1)c1ccncc1,-3.9,-5.3,-4.0
COc1ccccc1NC(=O)NCc1cccnc1N1CCN(C(C)=O)CC1,-6.0,x,1.9

# The list goes on.
SMILES,hcGAS inh,mcGAS inh,NPYLR7 agonist
Cc1cc(C(=O)N2CC=C(c3ccc(O)cc3)CC2)c(C)o1,1.2,x,-1.7
CCCOc1ccc(/C=N\N(C)c2cc(C)nc(-c3ccccc3O)n2)c(O)c1,-6.1,-7.0,-7.2
CC(C)c1ccc(NC(=O)NCC2CNCCOC2)cc1 (stereo not given),1.1,x,8.5
CCOc1ccccc1C(=O)Nc1ccc(N2CCN(C(=O)c3cccc4ccccc34)CC2)nc1,-4.8,-6.1,5.8
CCCC(NC(=O)c1ccncc1F)c1ccccc1 (stereo not given),-6.1,-9.5,0.7
COCCNC(=O)c1cc2n(n1)CCN(Cc1ccc(Cl)c(Cl)c1)C2=O,-4.6,-8.2,13.6
Cc1nc(-c2ccccc2)nc(N2CCN(C(=O)C(C)(C)CCl)CC2)c1Cc1ccc([N+](=O)[O-])cc1,-9.4,-4.2,33.4
O=C(c1ccc(-c2ccccc2)cc1)N(Cc1cccc(OS(=O)(=O)c2ccc(F)cc2)c1)Cc1ccco1,-1.9,-3.7,11.2
CCOC(=O)C1CCCN(C(=O)CC2CSc3nccc(=O)n32)C1 (stereo not given),-3.6,x,-1.8
CCN(CC)CC[n+]1c(C)cc(C=C2Sc3ccccc3N2C)cc1C,11.0,x,44.2*
COc1ccccc1-c1cccc(-c2cccc(NC(=O)COCc3ccccc3)c2)n1,-2.8,-2.4,7.3
O=C(Nc1cccc(C(F)(F)F)c1)Nc1ccc(N2CCCC2)c(C(=O)NCc2ccc(F)cc2)c1,-5.6,-5.1,-3.3
CCn1nc(C(C)C)cc1-c1n[nH]c(CCc2ccccc2)n1,1.1,-11.1,-1.1
CCCCCCCCCCCCCC(=O)N1CCC2(CC1)C(=O)N(CC(=O)NCCc1ccccc1OC)CN2c1ccccc1,-0.4,-4.5,x
CCC(C(=O)OCc1ccccc1)(C(=O)OCc1ccccc1)C(Cc1cncn1C)C(=O)OC (stereo not given),-2.0,x,10.9
O=C1N(Cc2cccc(F)c2F)CCCC12CCN(C1CCCC1)C2 (stereo not given),-3.3,x,8.7
O=C(CN1CCOCC1)N1N=C(c2ccc(Br)cc2)CC1c1nc2ccccc2[nH]1 (stereo not given),-5.3,-4.9,8.9
Cc1ccccc1C1c2ccsc2CCN1CCC(=O)N1CCN(C(=O)c2ccc3ccccc3c2)CC1 (stereo not given),-2.0,-4.3,12.3
O=c1ccc(-c2ccccc2)nn1CCn1ccnc1C1CC1,-6.4,x,5.1
CC1c2ccc(C#N)n2CCN1C(=O)OC(C)(C)C (stereo not given),-9.0,-16.4,1.1
Cc1ccc(N2C(=O)CSC2c2cccc(NC(=O)c3cccc(C(F)(F)F)c3)c2)c(C)c1 (stereo not given),-0.1,-3.4,x
CS(=O)(=O)c1ccc(Nc2nc(C(=O)NCCC3=CCCCC3)cs2)cc1,-11.3,x,11.7
CCOCC(=O)N[C@H]1CN(Cc2nc(C)c(C)n2C)C[C@@H]1C(C)C,-9.3,-4.6,x
CCCc1nc(CN(CC)C(=O)c2cc(-c3ccccc3)on2)no1,-4.8,-9.3,-1.3
COc1ccc(NC(=O)C2CCN(C(=O)[C@@H](Cc3ccccc3)NC(=O)Nc3cccc(C(C)=O)c3)CC2)cc1,-0.9,-3.5,16.3
COC(=O)c1cn(Cc2ccc(Cl)cc2)nc1S(=O)(=O)N(C)c1ccccc1,4.7,x,-7.1
COc1ccc(-c2onc3c2CCc2ccccc2-3)cc1NC(=O)/C=C/c1cccc(C(F)(F)F)c1,-0.5,-5.6,2.9
CC(C)CN(C(=O)/C=C/c1cc(Cl)ccc1Cl)C1CCS(=O)(=O)C1 (stereo not given),7.1,x,3.4
CCOC(=O)N1CCN(C(=O)c2ccc(N3CCC(NCc4ccc5c(c4)OCO5)CC3)cc2)CC1,-7.6,-27.2,4.7
CNc1cc(-c2ccc(-c3cnc(N)[nH]3)cc2)c2cc[nH]c2n1,-6.4,x,1.6
CCc1nc2ccc(C(=O)NCCNC(C)=O)cn2c1N(C)C(=O)Cc1ccccc1,-3.9,-2.0,6.2
O=C1C=C2CCCCCCCCCC(C1)C2 (stereo not given),-4.0,x,2.5
Cc1ccc(C2=Nc3ncnn3C(c3ccc(C)cc3)C2)cc1 (stereo not given),0.7,5.6,14.9
CCCn1c2ccccc2c2nc3cc(OC(C)C)c(OC(C)C)cc3nc21,-4.6,x,4.6
N#Cc1ccc(Sc2c(Cl)cccc2Cl)nc1,5.3,1.2,4.2
O=[N+]([O-])c1ccccc1C1CC(c2ccccc2)=NN1 (stereo not given),2.8,-3.9,13.9
COc1ccc(CCN2COc3ccc4c(c3C2)O/C(=C\c2cccnc2)C4=O)cc1,-2.4,-8.0,46.0*
CN1CCN(C(=O)CN2CCCCCCC2)CC1C(=O)O (stereo not given),-5.9,x,8.3
Cc1cc(C)c(S(=O)(=O)NCCOc2ccc3nnc(-c4ccccc4)n3n2)c(C)c1,-6.8,-8.7,-2.7
O=C(CN(CCCN1CCOCC1)C(=O)Nc1ccc(Cl)cc1Cl)N(Cc1ccc2c(c1)OCO2)Cc1ccco1,-0.1,-1.5,x
CC(C)c1ccc(NC2CCCN(C(=O)c3cc(C(C)C)[nH]n3)C2)cc1 (stereo not given),-3.9,x,15.6
O=[N+]([O-])c1ccc(-n2ccnc2)nc1-n1ccnc1,5.3,x,2.8
CCN(CC)C(=O)Oc1ccc2c(ccn2Cc2ccccc2I)c1-c1ccc(C#N)cc1,2.1,-2.6,7.5
COc1cccc(C(=O)N2CCSC2c2ccc(OCc3ccccc3)cc2)c1 (stereo not given),-3.3,-6.2,12.1
Cc1ccc(S(=O)(=O)Nc2ccc(Nc3cnc(-c4cccc(OC(F)(F)F)c4)cn3)cc2)cc1,-8.3,x,0.7
CSc1ccccc1C(=O)Nc1cc(-c2cccs2)nn1-c1nc(C)cc(=O)[nH]1,-8.1,x,-0.3
CCn1nc(C)cc1C(=O)NCc1nc(C)no1,-6.7,x,-3.1
CCOC(=O)C1(Cc2cccc(F)c2)CCN(Cc2ccc(COC)o2)CC1,-1.9,-3.4,9.4
CCCc1nc(N2CCN(C(=O)c3ccccc3OC)CC2)c2c(-c3cccc(C(F)(F)F)c3)noc2n1,-8.1,-7.2,20.4
CCOC(=O)C1=C(C)N=c2s/c(=C/c3cccc([N+](=O)[O-])c3)c(=O)n2C1c1cccs1 (stereo not given),0.3,2.0,2.1
CN1CCC(Cc2noc(-c3cn4cc(Cl)ccc4n3)n2)CC1,-8.4,x,6.2
Cc1cc(C)c2sc(N(CCCN(C)C)C(=O)CN3C(=O)c4ccccc4C3=O)nc2c1,-6.7,-7.9,1.1
Cc1ccc(NC(=O)C(=O)N2CCCn3cncc3C2)c(C)c1,-2.9,x,6.5
C=CCC(=O)N(C)CCSc1ccc(C)cc1,-2.9,0.5,-5.3
CC(Cc1ccccc1)=NNc1ccc([N+](=O)[O-])cc1,-3.9,-4.7,-1.6
Cc1ccc(S(=O)(=O)c2nnn3c2nc(N2CCCC2)c2sccc23)cc1,-5.8,-2.6,0.7
O=C1C=CC2C1C1C=CC2C12OCCO2 (stereo not given),-3.3,x,-0.2
Cc1[nH]c2ccccc2c1CC(=O)N1CCCC1c1ccccc1 (stereo not given),-8.3,x,2.2
Cn1cc(CN2CCC(CNC(=O)NCc3ccccc3)C2)cn1 (stereo not given),-0.4,x,-0.8
O=C(NCc1cccnc1)N1CCN(c2cccc(C(F)(F)F)c2)CC1,-1.3,x,0.7

# A few values from above:
# Entry of Cc1ccc(S(=O)(=O)c2nnn3c2nc(N2CCCC2)c2sccc23)cc1 in hcGAS inh: -5.8
# Entry of O=C(NCc1cccnc1)N1CCN(c2cccc(C(F)(F)F)c2)CC1 in hcGAS inh: -1.3
# Entry of Cc1ccc(NC(=O)C(=O)N2CCCn3cncc3C2)c(C)c1 in hcGAS inh: -2.9
# Entry of Cn1cc(CN2CCC(CNC(=O)NCc3ccccc3)C2)cn1 (stereo not given) in NPYLR7 agonist: -0.8
# Entry of CCCc1nc(N2CCN(C(=O)c3ccccc3OC)CC2)c2c(-c3cccc(C(F)(F)F)c3)noc2n1 in mcGAS inh: -7.2

# The list goes on:
SMILES,hcGAS inh,mcGAS inh,NPYLR7 agonist
CCc1c(C)c(C(=O)NCc2ccco2)n(Cc2cccc(F)c2)c1C,-6.8,-9.9,x
COc1cccc(-c2cccc(NC(=O)C3CCN(Cc4csc(C(C)=O)c4)CC3)c2)c1,-2.7,-9.7,4.3
CCCNC(=O)CN(CCC)C(=O)/C=C/c1cccc(Br)c1,-4.1,-5.0,15.0
COc1ccc(OC/C=C/CN(C)C)cc1,-2.9,x,-7.7
CCOC(=O)C1=C(C)NC(=O)NC1c1ccc(-c2ccc(OC)cc2[N+](=O)[O-])o1 (stereo not given),-3.9,-4.0,-0.1
CCn1c(SCC(=O)N2CCCc3ccccc32)nc2c(c1=O)SC(C)C2 (stereo not given),-7.4,x,1.7
N#CC(C(=O)CC1CCCC1)c1nc(N)nc(Nc2ccccc2)n1 (stereo not given),-6.7,x,1.0
Cc1ccc(/C=C/CC(=O)Nc2ccc3c(c2)NC(=O)CO3)cc1,-7.0,x,-22.8
Cc1cc(C)c2[nH]c(O)c(N=Nc3ccccn3)c2c1,-3.0,x,4.2
COc1ccccc1N1CCN(C(=O)C2CCC2)C(C)C1=O (stereo not given),-8.0,-5.9,13.7
Cc1noc(C)c1CC(=O)Nc1cccc(Cl)c1N1CCOCC1,-1.9,-5.5,-2.5
O=C1C2C3c4ccccc4C(Br)(c4ccccc43)C2C(=O)N1Cc1cccnc1 (stereo not given),-1.2,x,7.0
CCn1cc(S(=O)(=O)N2CCN(C3CCCCC3)CC2)cn1,3.1,x,17.1
COc1ccc(CN(CCN2CCOCC2)CC(O)COCc2ccccc2)cc1 (stereo not given),-2.8,-4.1,-0.1
O=C1C(=C2SCCCS2)CCCC12CC2c1ccccc1 (stereo not given),-4.6,-6.8,26.4
CC(C(=O)Nc1ccc(Br)cc1)N1CCc2ccccc21 (stereo not given),-10.5,x,-4.6
CCC(O)(CC)CNc1ccc(Cl)c(C#N)n1,-10.2,x,9.8
Cc1cc(NC(=O)C(C)N2CCN(c3cccc(C)c3C)CC2)no1 (stereo not given),-6.4,-8.1,2.6
COc1cc2c(cc1OC)C1CN(C(=O)Nc3ccc4c(c3)OCCO4)CC(=O)N1CC2 (stereo not given),-2.7,-6.0,24.9
Nc1c(S(=O)(=O)c2ccccc2)c2nc3ccccc3nc2n1CCO,1.1,-3.6,-4.6
CNc1nc(NC(C)(C)C)nc(Oc2ccc(C(=O)OC)cc2)n1,-8.6,-6.7,7.0
O=C(NNC(=S)NC1CC2CCC1C2)C(=O)NNC(=S)NC1CC2CCC1C2 (stereo not given),-5.7,x,15.8
COc1ccc(N2C(=O)CSC2c2ccc(NC(=O)c3cccc(Cl)c3)cc2)cc1 (stereo not given),-5.0,-8.4,x
CCCCCCc1nnc(N)s1,1.3,-1.6,7.1
O=S(=O)(c1cc(Cl)cc(Cl)c1)N1CCN(Cc2ccccn2)CC1,-3.9,x,2.0
O=c1[nH]ncc(N2CCCC2)c1-c1ccc2c(c1)OCO2,-5.7,x,26.4
COc1ccccc1-n1ncc2c(C)nnc(SCC(=O)N3CCCCC3)c21,-4.5,-9.0,-10.0
CCOC(=O)C1(Cc2cccc(OC)c2)CCN(Cc2c[nH]c3ccccc23)CC1,-2.8,-2.9,-0.6

# Part of the list above, with two lines to a compound:
# Second line of a record: hcGAS inh	mcGAS inh	NPYLR7 agonist
- O=C1N(Cc2cccc(F)c2F)CCCC12CCN(C1CCCC1)C2 (stereo not given)
    -3.3	x	8.7
- O=C(CN1CCOCC1)N1N=C(c2ccc(Br)cc2)CC1c1nc2ccccc2[nH]1 (stereo not given)
    -5.3	-4.9	8.9
